LmPK inhibitor – LmPK (Leishmania mexicana) enzyme inhibition. Q27686. purified LmPK, Kinase-Glo ATP luminescence, 1 h. Potency, µM (titrated, usually from 57.5 µM), without a hit: at the highest dose activity change, negative = inhibition, most hits filed as inhibitors. 0.37% of 290,000 active. AID 1721; further: potency means the concentration at half of the fitted maximal effect; on the % scale 0 is the no-effect control and ±100 the full control effect
Target sequence (Q27686 whole entry, looked up): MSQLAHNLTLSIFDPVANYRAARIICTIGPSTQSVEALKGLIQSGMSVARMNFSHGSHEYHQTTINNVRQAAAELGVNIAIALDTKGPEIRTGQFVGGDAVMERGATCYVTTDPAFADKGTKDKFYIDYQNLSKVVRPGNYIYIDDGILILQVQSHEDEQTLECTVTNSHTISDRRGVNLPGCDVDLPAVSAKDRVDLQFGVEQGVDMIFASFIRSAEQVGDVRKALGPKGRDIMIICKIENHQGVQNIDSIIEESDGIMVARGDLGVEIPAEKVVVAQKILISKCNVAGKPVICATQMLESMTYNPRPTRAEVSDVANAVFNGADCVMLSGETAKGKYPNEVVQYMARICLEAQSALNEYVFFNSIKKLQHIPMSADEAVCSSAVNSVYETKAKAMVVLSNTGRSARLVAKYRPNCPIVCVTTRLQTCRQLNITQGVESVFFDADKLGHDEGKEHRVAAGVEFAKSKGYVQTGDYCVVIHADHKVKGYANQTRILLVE
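Purified LmPK (0.1 nM) converted ADP (0.1 mM) to ATP with PEP (0.5 mM) in imidazole buffer pH 7.2 with KCl and MgCl2, 1 h at room temperature. ATP was read by Kinase-Glo luminescence; data normalized to uninhibited and no-enzyme controls.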
TbPYK inhibitor – T. brucei pyruvate kinase inhibition; Q57TT1; TbPYK enzyme, Kinase-Glo Plus ATP luminescence, 45 min; Potency, µM (highest dose often 76.8 µM), without a hit: at the highest dose activity, negative = inhibition, hits mostly inhibitors; 0.12% of 410,000 active; AID 624173; further: potency means the concentration at half of the fitted maximal effect; on the % scale 0 is the no-effect control and ±100 the full control effect; nearly all actives have a fitted effect of over 50% in size
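TbPYK + substrate in 50 mM TEA pH 7.2, 100 mM KCl, 10 mM MgCl2, 0.05% BSA, 0.01% Tween-20; cpd pinned; ADP 130 uM final; 45 min RT; Kinase-Glo Plus 10 min; luminescence endpoint.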
Pf growth 48h – inhibits P. falciparum growth in the first generation, 48 h | P. falciparum luciferase growth in erythrocytes, 48 h | Potency, µM (top dose mostly 28.7 µM), without a hit: at the highest dose activity change, negative = inhibition, actives largely listed as inhibitors | 5.9% of 310,000 active; further: potency means the concentration at half of the fitted maximal effect; on the % scale 0 is the no-effect control and ±100 the full control effect
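A one-generation exposure of luciferase-tagged malaria parasites in RPMI 1640/Albumax erythrocyte culture, 37 C and 5% CO2. Inhibition is inferred from decreased luminescence after adding detection reagent.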
HCV inhibitor – blocks hepatitis C virus | 3.4% of 340,000 active | Huh7.5.1 HCVcc-Cre infection, luciferase reporter, 44 h | Potency, µM (doses to about 41.8 µM), for the others: top-dose activity change, negative = inhibition, hits mostly inhibitors; further: potency means the concentration at half of the fitted maximal effect; on the % scale 0 is the no-effect control and ±100 the full control effect
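HCVcc-Cre virus at an moi near 0.5 was added right after compound to cells cultured 4 h from seeding (1,000 cells/well). Luciferase activity was determined 44 h later, 15 min after substrate addition at RT.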
Cycloheximide cs – counter-screen for Shiga toxin inhibitors: cycloheximide protein synthesis inhibition; 12% of 300,000 active; max response, %; cell reporter, cycloheximide protein synthesis inhibition counterscreen; AID 2314; in the data active means max response mostly above about 13%, no sharp cut-off; inactive means mostly below about 14%; further: read at 38.3 µM for the half of the compounds with a filed dose; 0% is about no effect
Pf growth 96h – P. falciparum growth inhibition at 96 hour, primary screen for plastid delayed-death inhibitors | P. falciparum luciferase reporter growth, 96 h | Potency, µM (series often up to 28.7 µM), inactives show at the highest dose activity change, negative = inhibition, hits mostly inhibitors | 6.9% of 320,000 active | AID 504834; further: potency means the concentration at half of the fitted maximal effect; on the % scale 0 is the no-effect control and ±100 the full control effect
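96 h incubation, 37 C, 5% CO2, of luciferase-reporter P. falciparum-infected RBCs (2% hematocrit, 0.05% parasitemia final) with test compounds; endpoint luminescence.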
Shiga inhibitor – inhibitors of Shiga toxin in Vero cells; 9.2% of 290,000 active; Vero cells, Shiga toxin protein synthesis inhibition reporter; inhibition, % at 38.7 µM; in the data active means inhibition mostly above about 28%, no sharp cut-off; inactive means mostly below about 43%; further: 0% is about no effect
An asterisk follows results filed as active; ? = inconclusive; / = no result given; + = active, no number; & = joins results of further samples; [ ] = another dose, or the depositor's remark. Unless noted, the call rests on the fitted dose curve; in most records, active means well fitted curve in the direction sought with a large enough effect; inconclusive means small, poorly fitted or top-dose-only effect, or another doubt; inactive means no such curve, though single readings can be large; an effect the other way counts as inactive or inconclusive.

A first look, 3 compounds:
Every second line gives: LmPK inhibitor	TbPYK inhibitor	Pf growth 48h	HCV inhibitor	Cycloheximide cs	Pf growth 96h	Shiga inhibitor
> Cc1csc(NC(=O)c2cc(C)oc2C)n1
    ?	-5.9%	47.7%[activator]	?	27.6*	182.5%[activator]	73.7*
> COc1ccccc1CC(NC(C)=O)C(=O)NC1CCN(C(=O)Nc2cccc(F)c2)CC1 (stereo unspecified)
    -1.5%	-2.5%	-20.5%	11.3%	-2.8	1.31µM*	-2.0
> CCOc1cc(CNC(C)(C)CO)cc(Br)c1OCc1ccc(Cl)cc1Cl
    -3.0%	0.9%	?	2.82µM*	-2.7	9.28µM*	-17.3

All compounds of this part, from the start:
Every second line gives: LmPK inhibitor	TbPYK inhibitor	Pf growth 48h	HCV inhibitor	Cycloheximide cs	Pf growth 96h	Shiga inhibitor
> Cc1csc(NC(=O)c2cc(C)oc2C)n1
    ?	-5.9%	47.7%[activator]	?	27.6*	182.5%[activator]	73.7*
> COc1ccccc1CC(NC(C)=O)C(=O)NC1CCN(C(=O)Nc2cccc(F)c2)CC1 (stereo unspecified)
    -1.5%	-2.5%	-20.5%	11.3%	-2.8	1.31µM*	-2.0
> CCOc1cc(CNC(C)(C)CO)cc(Br)c1OCc1ccc(Cl)cc1Cl
    -3.0%	0.9%	?	2.82µM*	-2.7	9.28µM*	-17.3
> Cc1ccc(C(=O)NC2CCN(C(=O)Nc3ccccc3)CC2)cc1
    5.6%	0.6%	?	4.3%	-4.1	35.6%[activator]	24.5
> CCc1nc2ccccc2c(C(=O)OCC(=O)NCCCN2CCCC2=O)c1C
    -6.7%	5.9%	-23.1%	5.5%	-1.6	/	-16.0
> CCc1ccc(NC(=O)C/C(C)=N/NC(=O)COc2ccccc2C)cc1
    -0.7%	0.0%	19.4%	12.8%	-1.9	1.0%	34.8
> CC(=O)N1N=C(c2cccs2)CC1c1cccs1 (stereo unspecified)
    3.5%	1.0%	1.0%	18.2%	-3.2	30.0%[activator]	11.9
> COc1ccc(-c2nnc(SC(C)C(=O)Nc3nccs3)n2Cc2ccccc2)cc1OC (stereo unspecified)
    13.2%	/	/	-29.3%	4.2	?	-10.2
> O=C(c1cccc(S(=O)(=O)Nc2ccc(F)cc2)c1)N1CCC1
    /	1.1%	?	15.2%	/	-26.3%	/
> COc1cc2c(cc1OC)CN(C(=O)c1cc(C3CC3)nn1-c1ccccc1)CC2
    /	-1.6%	?	?	/	5.86µM*	/
> O=c1oc2cc(OCCO)ccc2c2c1CCCC2
    -1.5%	-9.6%	39.0%[activator]	-10.2%	2.2	7.0%	2.3
> Cc1ccc(N2CC(C(=O)Nc3nnc(SCC(=O)N4CCOCC4)s3)CC2=O)cc1 (stereo unspecified)
    -5.0%	-18.8%	-13.4%	24.7%	-0.2	-23.9%	2.8
> CC(C)COc1ccc(CNC(=S)NCc2ccccc2)cc1
    5.4%	-4.5%	39.8%[activator]	?	-2.5	32.7%[activator]	-15.5
> Cc1ccc(C)c(S(=O)(=O)N2CCN(C(=O)CCNC(=O)c3ccc(Br)cc3)CC2)c1
    /	1.5%	?	?	/	-19.8%	/
> O=C(Nc1ccccc1C(=O)N/N=C/c1ccc(F)cc1)c1ccccc1Br
    -13.4%	0.7%	?	/	17.3*	?	17.3
> CC1CCN(CCCNC(=O)c2ccc3c(Cl)c4c(nc3c2)CCCC4)CC1
    4.0%	-4.9%	13.1µM*	8.91µM*	-0.8	?	-6.8
> COC(OC)c1ccnc(-c2ccc(OC(=O)c3cccs3)cc2)n1
    -2.6%	-2.7%	46.2%[activator]	10.1%	26.2*	126.7%[activator]	61.3*
> O=C(c1ccc(S(=O)(=O)c2ccccc2Cl)c([N+](=O)[O-])c1)N1CCCCCC1
    7.1%	-2.9%	?	?	-1.7	13.1µM*	-5.2
> O=C(NC1CCCCC1)c1ccc(Br)o1
    -0.2%	-13.4%	7.1%	-9.9%	8.1	188.3%[activator]	18.7
> COc1cc(N/N=C/c2ccc(N(C)C)cc2)ncn1
    ?	-20.1%	69.4%[activator]	4.4%	44.8*	?	97.4*
> CCCCOc1c(Br)cc(CNCCCN2CCOCC2)cc1OC
    -2.0%	-5.6%	13.1µM*	3.98µM*	1.2	10.4µM*	-7.0
> O=C1C2CCCN2C(c2cccnc2)N1c1ccc(Cl)cc1 (stereo unspecified)
    -2.2%	4.2%	?	-5.8%	-1.3	18.3%	-20.6
> CCN(CC(=O)Nc1c(F)cccc1F)C(=O)c1cnccn1
    /	-0.3%	0.0%	-2.8%	/	20.0%	/
> CCCCNCCOCCOc1ccc(C)cc1[N+](=O)[O-]
    -0.4%	2.9%	6.6%	-2.3%	-2.3	?	-16.6
> CCCCCCC(=O)N/N=C/c1c(O)n(CCc2ccccc2)c(=O)[nH]c1=O
    2.2%	-1.5%	-6.6%	?	-2.7	9.2%	1.4
> CCOc1ccc2oc(C(=O)N(CC)CC(=O)Nc3ccc(NC(C)=O)cc3)c(C)c2c1
    /	8.9%	?	-16.3%	/	?	/
> Cc1ccc(S(=O)(=O)NC(=O)c2cc(C)n(-c3ccccc3)c2C)cc1
    0.8%	-10.3%	3.1%	0.1%	8.4	-14.8%	-23.5
> COc1cc(NC(=S)NC(C)(C)C)c(OC)cc1Cl
    0.0%	9.0%	?	?	-2.0	?	14.9
> CCc1ccccc1OCC(=O)OCC(=O)N1CC(=O)Nc2ccccc21
    -4.6%	0.3%	15.1%	6.7%	-2.2	18.3%	-3.3
> N#Cc1ccccc1N=Cc1ccc(Br)cc1
    -7.0%	-8.9%	3.0%	2.2%	-2.8	-5.2%	-3.5
> Nc1nnc(-c2ccc(Cl)cc2)o1
    -1.6%	-7.0%	?	15.1%	7.1	55.9%[activator]	35.8
> COc1ccc(Cc2nc3ccc(C(=O)N4CCOCC4)cc3o2)cc1
    -4.3%	-0.8%	3.2%	-4.3%	67.9*	?	+
> O=C(Nc1nnc(-c2ccc3c(c2)CCCC3)o1)C1COc2ccccc2O1 (stereo unspecified)
    13.0%	-5.6%	/	9.3%	-5.2	28.4%	13.0
> CCC(C)NC(=O)Cn1cccc1C(=O)c1ccccc1 (stereo unspecified)
    -5.2%	-0.7%	?	7.8%	3.2	0.5%	12.1
> COc1ccc(NC(=O)CN(C)C(C)C(=O)NC(=O)NC2CCCCC2)cc1 (stereo unspecified)
    3.2%	-2.9%	-6.6%	6.9%	4.7	?	-8.1
> Cc1cccc2c3c([nH]c12)CCN(C)C3
    -2.2%	1.1%	-11.5%[0.00184 µM]	4.3%	-2.6	12.2%	-8.0
> COC(=O)Cc1[nH]n(-c2nc3ccccc3s2)c(=O)c1C(C)=Nc1ccc(Cl)cc1
    -22.3%	-13.7%	150.2%[activator]	-1.7%	38.8*	159.0%[activator]	70.3*
> CCCCNC(=S)N/N=C/C1=CCC2CC1C2(C)C (stereo unspecified)
    2.0%	5.8%	9.28µM*	?	8.5	11.7µM*	10.0
> COc1ccccc1C(=O)NCCC(=O)N1CCN(C(=O)c2ccco2)CC1
    /	2.6%	15.3%	2.7%	/	58.2%[activator]	/
> CN(C)/C=N/c1ncc(C(=O)OC(C)(C)C)s1
    -3.3%	-0.8%	193.6%[activator]	13.4%	30.5*	132.0%[activator]	69.0*
> CCCn1c(SCC(=O)c2ccc3c(c2)OCCO3)nc2c1c(=O)n(C)c(=O)n2C
    3.6%	-4.8%	-5.9%	14.6%&-2.1%	2.4	?	-8.4
> COc1cc(CNC(C)c2ccccc2)cc(Br)c1OCc1ccc(F)cc1 (stereo unspecified)
    8.4%	-3.2%	?	22.4µM*	-2.7	?	/
> Cc1ccc(NC(=O)CC(NCC2CCCO2)C(=O)O)cc1C (stereo unspecified)
    1.4%	-2.3%	6.2%	-3.5%	-1.2	-19.0%	-10.9
> O=C(CSc1nnc2ccccn12)NNC(=O)c1ccc(Cl)cc1
    6.1%	2.9%	-14.1%	7.5%	-3.0	8.3%	-4.4
> CC(C)(C)NC(=O)CSc1nnc(-c2ccccc2)c(-c2ccccc2)n1
    12.4%	-6.1%	-17.3%	3.7%	-2.4	26.6%	-3.8
> CCOC(=O)N1CCN(c2nc(-c3ccco3)cc(C(F)(F)F)n2)CC1
    0.5%	-14.4%	22.7%	?	-6.5	-11.9%	-13.3
> CN(C)S(=O)(=O)c1ccc(C(=O)Nc2ccccc2OC(F)(F)C(F)F)cc1
    1.6%	-3.8%	?	-1.7%	-2.0	1.9%	-4.0
> O=C1NC[C@@H](Cc2cccc3ccccc23)N(CCCCC2CCCCC2)C1=O
    /	3.0%	48.2%[activator]	10.7%	/	65.4%[activator]	/
> Cc1ccc(-c2nc(CN3CCCCC3CCN3CCCC3=O)c(C)o2)o1 (stereo unspecified)
    3.5%	2.0%	-7.9%	4.7%	-2.6	0.0%	23.9
> CCCNC(=O)C(NS(=O)(=O)c1cccc2nsnc12)c1ccccc1 (stereo unspecified)
    -3.5%	-2.2%	34.7%[activator]	16.2%	-1.5	/	-4.0
> O=C(c1ccc(Br)c([N+](=O)[O-])c1)N1CCN(Cc2ccccc2)CC1
    1.0%	-0.7%	3.4%	-13.8%	-1.5	-19.1%	/
> COc1ccc(CC(=O)OCC(=O)c2ccc(S(=O)(=O)N3CCCCC3)cc2)cc1
    /	1.7%	-23.2%	-5.9%	/	-26.3%	/
> CCOC(=O)c1cccc(NC(=O)C2(S(=O)(=O)c3ccc(C)cc3)CC2)c1
    2.9%	2.0%&-2.4%	-11.2%	?	1.6	-27.2%	-6.4
> Cc1cc(C(=O)CCl)c(C)n1-c1cccc([N+](=O)[O-])c1
    3.5%	1.0%	?	?	-1.3	?	-5.8
> Cc1c(NC(=O)COC(=O)c2ccc(F)c(S(=O)(=O)N3CCOCC3)c2)c(=O)n(-c2ccccc2)n1C
    8.0%	6.0%	23.6%	13.0%	-1.1	12.9%	-8.3
> c1ccc2sc(NN=C3CCCC3)nc2c1
    -26.8%	-1.4%	298.8%[activator]	-20.9%	38.7*	-0.6%	72.4*
> COc1cc(C(=O)NNC(=O)c2cc(C)[nH]n2)cc(OC)c1OC
    3.9%	-5.3%	16.1%	2.7%	0.5	20.4%	1.4
> CCCC(=O)N(c1ccccc1)C1C=CS(=O)(=O)C1 (stereo unspecified)
    0.7%	-28.5%	18.1%	-23.2%	-1.9	?	26.3
> Fc1ccc(Nc2nc(-c3ccncc3)cs2)cc1
    -0.1%	-0.2%	45.9%[activator]	?	38.8*	26.2%	80.0*
> CC(=O)Nc1ccc(S(=O)(=O)N2CCN(C(=O)c3ncoc3-c3ccccc3)CC2)cc1
    9.0%	-8.8%	10.0%	?	-2.0	-0.2%	-5.1
> Cc1ccc(-c2nnn(C/C(N)=N/O)n2)cc1
    10.5%	-0.7%	?	-0.5%	-4.0	?	1.2
> COC(=O)C1=C(c2ccc(OC(F)(F)F)cc2)C[C@@H]2CC[C@H]1N2C(=O)NC1CCCCC1
    /	0.0%	?	?	/	?	/
> Cc1cc(SCC(=O)c2cccs2)n2nc(C)c(-c3ccccc3)c2n1
    4.4%	-15.8%	?	?	39.0*	0.0%	39.5*

Screening results (PubChem)

The order is random; about 24% have a hit in one of these screens.
